CRFR2-BP antag = antagonists of CRF-BP/CRF-R2 complex, primary screen, cell-based, HEK293, calcium dye fluorescence, uHTS | CRF-induced calcium fluorescence | inhibition, % at 11.8 µM | actives 0.59% (n = 350,000);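 active = inhibition of the ligand-induced calcium signal above about 50% at the single tested concentration, limit read from the data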
p-CIP stab down = p/CIP-EGFP fusion destabilizers, primary screen, fluorescence, F442A cells. 16 h. decrease of EGFP signal, % at 10 µM. actives 0.01% (n = 290,000). AID 1984, 2009;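 active = EGFP signal decrease of at least 30% at 10 µM or well 3 SD below plate mean, unless failing retest; inactive = the rest, including hits failing retest or dose response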; also: some compounds called inactive have numbers as strong as hits; many of its hits are not listed in these tables
IMP-1 inh = IMP-1 metallo-beta-lactamase inhibitors, primary screen, biochemical, epi-absorbance readout, Pseudomonas aeruginosa enzyme. metallo-beta-lactamase IMP-1 (Pseudomonas aeruginosa). purified IMP-1, nitrocefin hydrolysis, epi-absorbance fluorescence. inhibition, % at 5.6 µM. actives 0.45% (n = 290,000);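 active = inhibition above the mean plus 3 SD of all compounds in the same screening run, cut at about 4.5% in these data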;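 also: 0% = IMP-1 with DMSO and 100% = DMSO wells lacking enzyme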
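Assay system: purified recombinant IMP-1 beta-lactamase. Input: IMP-1 0.2 nM before substrate addition. Buffer or medium: Zinc- and detergent-supplemented HEPES buffer, pH 7.1. Schedule: 25 °C, 15 min preincubation, 25 min reaction. Signal: Epi-absorbance fluorescence, 480 nm excitation, 530 nm emission. Evaluation: percent inhibition from optical density relative to buffer-blank wells.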
SUMO HTRF inh = inhibitors of in vitro SUMOylation cascade, primary screen, biochemical, HTRF, uHTS | SUMO-conjugating enzyme UBC9 (Homo sapiens), P63279 | HTRF SUMOylation assay, SAE1/SAE2 + UBC9 | inhibition, % at 35 µM | actives 0.36% (n = 290,000); in the data active = inhibition above about 50%, passing the limit was not always enough; also: strong numbers were not always called active
VIM-2 inhibitor = VIM-2 metallo-beta-lactamase inhibitors, primary screen, biochemical, epi-absorbance readout, Pseudomonas aeruginosa enzyme. AID 1527, 2009. inhibition, % at 5.6 µM. actives 0.89% (n = 290,000). purified VIM-2, nitrocefin hydrolysis, epi-absorbance fluorescence;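 active = inhibition above the mean of all tested compounds plus 3 SD, cutoff set per screening run, cut at about 7.5% in these data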;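 also: red hydrolysis product quenches plate fluorescence so inhibitors raise well fluorescence; 0% = enzyme with DMSO and 100% = DMSO without enzyme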
HCV NS3 hel inh = inhibitors of HCV NS3 helicase, primary screen, biochemical, Cy5 molecular beacon fluorescence; Hepatitis C virus NS3 helicase; inhibition, % at 10.9 µM; NS3 helicase DNA unwinding; actives 0.56% (n = 290,000);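 active = inhibition above the mean of all tested compounds plus 3 SD, set per campaign, cut at about 35% in these data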;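 also: 0% = DMSO wells and 100% = thioflavine S control wells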
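Assay system: hepatitis C virus NS3 helicase domain fragment enzyme. Also added: annealed dual-labelled DNA beacon duplex, ATP-started. Timing: 1 h reaction at 25 °C, ATP-initiated. Technique: Cy5 fluorescence at 0 and 60 min, beacon hairpin quenching. Evaluation: % inhibition of unwinding. Replication: one well per compound.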
IDE act = human IDE activators in live cells, primary screen, fluorescence polarization, HEK cells, FAbeta-B substrate. activation, % at 5.96 µM. Insulin-degrading enzyme (Homo sapiens), P14735. actives 0.073% (n = 340,000). AID 493087, 2011. FAbeta-B cleavage; 0% vehicle, 100% cell-free pure enzyme wells;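 active = activation above the mean of all tested compounds plus 3 SD, set per screening campaign, cut at about 17% in these data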
Target sequence (P14735 whole entry, looked up): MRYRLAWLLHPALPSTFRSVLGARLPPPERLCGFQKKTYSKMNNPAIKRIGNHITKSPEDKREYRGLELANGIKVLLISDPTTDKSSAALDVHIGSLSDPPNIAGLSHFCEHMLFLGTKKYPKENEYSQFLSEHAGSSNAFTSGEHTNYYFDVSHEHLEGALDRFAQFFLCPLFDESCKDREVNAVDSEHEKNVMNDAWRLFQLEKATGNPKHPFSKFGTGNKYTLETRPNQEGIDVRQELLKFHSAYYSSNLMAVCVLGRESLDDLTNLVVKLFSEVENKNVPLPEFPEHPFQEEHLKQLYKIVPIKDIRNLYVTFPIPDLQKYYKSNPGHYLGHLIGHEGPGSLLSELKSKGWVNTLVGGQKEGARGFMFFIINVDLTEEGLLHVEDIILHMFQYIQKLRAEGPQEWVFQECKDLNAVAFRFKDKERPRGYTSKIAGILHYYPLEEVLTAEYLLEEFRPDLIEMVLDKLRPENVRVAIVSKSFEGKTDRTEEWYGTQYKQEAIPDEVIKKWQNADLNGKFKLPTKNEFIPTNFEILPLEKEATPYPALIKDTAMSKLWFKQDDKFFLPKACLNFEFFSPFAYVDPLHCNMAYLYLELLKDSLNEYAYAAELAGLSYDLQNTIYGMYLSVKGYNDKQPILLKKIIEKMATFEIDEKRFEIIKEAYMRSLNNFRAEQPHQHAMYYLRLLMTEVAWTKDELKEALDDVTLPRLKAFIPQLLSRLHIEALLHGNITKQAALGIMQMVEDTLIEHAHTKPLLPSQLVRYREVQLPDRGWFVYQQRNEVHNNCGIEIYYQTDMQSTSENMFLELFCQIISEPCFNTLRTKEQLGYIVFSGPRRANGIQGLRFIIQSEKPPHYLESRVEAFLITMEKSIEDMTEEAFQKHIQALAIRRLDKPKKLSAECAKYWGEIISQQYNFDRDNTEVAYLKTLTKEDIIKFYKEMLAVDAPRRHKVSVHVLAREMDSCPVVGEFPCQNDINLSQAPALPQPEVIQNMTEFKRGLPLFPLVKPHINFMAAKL
GalR3 antagonist = GalR3 antagonists in HEK293 cells, primary screen, cell-based, fluorescence readout; Galanin receptor type 3 (Homo sapiens), O60755; HEK293 GalR3-CNG cAMP membrane potential fluorescence; galR3 body fused to GalR1 C-terminus; inhibition, % at 3 µM; actives 0.44% (n = 360,000); AID 651719, 2012;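 active = inhibition above the screen-wide average plus 3 SD, cut at about 13% in these data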;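 also: forskolin and galanin both at EC90 stimulate the cells; cAMP rise reported by CNG channel membrane potential dye signal; 0% = forskolin plus galanin with DMSO and 100% = forskolin alone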
IDE inh = human IDE inhibitors in live cells, primary screen, fluorescence polarization, HEK cells, FAbetaB substrate | Insulin-degrading enzyme (Homo sapiens), P14735 | FAbetaB cleavage | inhibition, % at 5.59 µM | actives 0.41% (n = 320,000);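 active = percent inhibition above the average of all tested compounds plus 3 SD, set per screening campaign, cut at about 16% in these data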;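 also: IDE supplied by intact live HEK cells; FP after avidin binding of uncleaved biotin substrate so inhibition keeps polarization high; 0% = DMSO wells and 100% = 60 µM reference IDE inhibitor Ii1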
The depositor's hits bear a star; . = not tested or not shown.

molecule	CRFR2-BP antag	p-CIP stab down	IMP-1 inh	SUMO HTRF inh	VIM-2 inhibitor	HCV NS3 hel inh	IDE act	GalR3 antagonist	IDE inh
CCCN(C(=O)CCl)C1=CCCCC1	-3	4	-2.0	-1	-2.9	4	4	-8	2
O=C(CCn1cnc2ccccc2c1=O)Nc1ccc(Cl)c(Cl)c1	0	-3	-1.5	-8	1.0	-8	4	-4	8
CC(C)(C)NC(=O)C(c1ccc(F)cc1)N(Cc1ccco1)C(=O)c1csnn1 (stereo not given)	11	-16	-2.1	6	-2.4	2	10	-4	-1
COc1ccc(/C=N/NS(=O)(=O)c2ccccc2)cc1OS(=O)(=O)c1ccc(C)cc1	-7	4	1.4	-11	0.3	-4	8	-1	-3
O=C(/C=C/c1ccc(Cl)cc1)N1CCN(c2ccc(Cl)cc2[N+](=O)[O-])CC1	-3	-20	-0.9	-4	1.2	0	2	-1	0
O=[N+]([O-])C(=C1NCCN1)C(Cl)=C(Cl)Cl	18	-12	-1.4	16	-5.1	-2	3	-6	4
CCCc1cc(=O)oc2c(CN3CCN(C)CC3)c(O)c(Cl)cc12	-7	-7	.	38	.	.	2	0	3
Cc1ccc(CN(C)C(=O)CN2C(=O)NC(c3ccccc3)(c3ccccc3)C2=O)c(C)c1	1	.	.	.	.	.	4	-7	1
Cc1ccc(S(=O)(=O)N(CCO)Cc2ccccc2)cc1	-4	-7	-3.2	12	-2.1	33	2	-8	2
CCC(=O)Nc1ccc(S(=O)(=O)Nc2cccnc2)cc1	0	9	-2.4	-3	-3.4	-4	4	11	1
Cc1cccc(Nc2ncnc3ccccc23)c1	8	-1	-3.9	14	-2.0	-8	5	-3	-2
N#CCc1ccc(Oc2ncc(C(F)(F)F)cc2Cl)cc1	-14	-11	-2.4	1	-3.4	12	5	0	5
Cc1nc2ccc(S(=O)(=O)NCC(=O)N(C)Cc3ccco3)cc2s1	-7	3	-4.8	-1	0.9	15	3	-4	3
COc1ccccc1NC(=O)N(Cc1ccco1)Cc1cc2cc(C)cc(C)c2[nH]c1=O	23	3	1.0	26	0.5	1	-2	-6	-1
O=C(Nc1ccccc1Oc1ccsc1C(=O)O)c1ccccc1F	7	-3	-2.7	4	3.3	4	5	-9	0
COC(=O)CSc1nn(-c2ccc(F)cc2)c(=S)s1	51*	10	-1.8	4	-1.9	0	-2	-4	6
COc1ccc(CNC(=S)NC2CCCC2)cc1	26	-7	-3.4	5	-4.7	2	1	-3	-2
Cc1nn(Cc2ccc(Cl)cc2Cl)c(C)c1NC(=O)c1ccc(COc2cc(Cl)ccc2Cl)o1	6	9	-0.8	-11	-2.9	-4	1	0	0
CCCn1c(SCC(=O)c2c(C)[nH]c(C)c2C(=O)OCC)nc2ccccc21	17	-5	-4.8	-6	-2.7	3	3	-3	-2
CCN1CC(O)=C(c2nc3ccccc3s2)C1=N	17	3	-3.5	1	-5.0	1	3	-2	-2
COc1cccc(-c2cnc(NCc3cc(Cl)ccc3O)n2C)c1	5	5	-0.7	8	-3.6	-30	7	.	0
CN1c2ccsc2C(O)=C(C(=O)Nc2ccccc2)S1(=O)=O	7	-4	-2.0	4	-3.4	8	-2	-5	-3
CC1=C(C(=O)Nc2cccnc2)C(c2ccncc2)n2nnnc2N1 (stereo not given)	5	.	-1.9	.	-1.1	0	3	-1	-1
CCCn1c(N2CCN(Cc3cccc(C)c3)CC2)nc2c1c(=O)[nH]c(=O)n2C	-24	-13	-4.1	16	-3.0	7	-3	1	7
CCC1SC2=NC(C)=C(C(=O)OC)C(c3cccs3)N2C1=O (stereo not given)	13	-11	-0.3	3	-0.4	4	3	-6	0
Cc1c(/C=C/C(=O)c2ccc(O)cc2)cnn1C	-2	-1	1.4	11	-0.2	-5	-4	-10	7
CCOc1ccc(CC(=O)NNC(=S)NCCc2ccccc2)cc1	1	1	-0.9	0	-3.1	4	-1	-5	0
CC(C)Cn1c(N)c(C(=O)COC(=O)C2CC(=O)N(c3ccc4c(c3)OCCO4)C2)c(=O)n(C)c1=O (stereo not given)	4	.	.	.	.	.	1	6	2
O=C(O)c1ccccc1CSc1nc2ccccc2o1	2	1	-0.8	-11	1.4	5	2	-5	1
CSc1ccc(CN2CCN(Cc3ccccc3)C(CCO)C2)cc1 (stereo not given)	9	-8	-3.0	8	-1.8	-7	0	-9	0
CCn1cc(C(=O)N(C)CC(OC)OC)c(=O)c2cc(S(=O)(=O)N3CCOCC3)ccc21	-9	0	-1.6	10	-1.8	1	8	5	-1
CCOC(=O)c1cc(-c2ccncc2)nc2c1c(C)nn2C	-7	-9	-0.4	38	8.2*	-4	2	-1	7
O=C(COC(=O)c1ccccc1Br)NCc1ccccc1	17	-6	-1.5	14	2.1	3	4	-2	1
Cc1cc(C)c(S(C)(=O)=O)c(Sc2ccc(Cl)cc2)n1	-17	-7	-1.1	-22	-3.6	-6	0	6	8
COc1ccccc1S(=O)(=O)Cc1ccc(C(=O)N2CCN(c3ccccc3)CC2)o1	-22	-11	-4.8	29	-2.3	0	-9	-4	6
COC(=O)Cc1c(C)c2c(O)cc(C)cc2oc1=O	12	0	-2.9	19	-2.0	2	5	-1	3
Cn1c(-c2ccc(Br)cc2)cnc1NCc1cccnc1	-4	4	-1.6	-19	-2.9	-4	-3	-6	0
CS(=O)(=O)N(CC(=O)N1CCC(C(N)=O)CC1)c1cc(C(F)(F)F)ccc1Cl	-13	2	-1.4	14	-2.0	14	4	-2	2
Oc1ccc(/C=N/Nc2ncnc3nc[nH]c23)cc1	2	-5	-0.8	11	0.9	24	2	-1	-4
COc1ccc(-c2csc(NC(=O)CSc3nc(C)nc4sc(C(=O)O)c(C)c34)n2)cc1	8	-2	-1.9	48	-2.4	20	3	6	-5
O=C(c1ccc2ccccc2n1)N1CCN(S(=O)(=O)c2ccc(Cl)cc2)CC1	16	.	.	.	.	.	5	-6	9
C/C(Cc1ccccc1)=N\NC(=O)c1ccc(F)cc1	-3	2	-1.1	-1	1.5	4	4	-3	2
COc1ccc2nc(NC(=O)C(NS(=O)(=O)c3cccc4nsnc34)C(C)C)sc2c1 (stereo not given)	-16	3	-3.2	16	-0.8	2	4	2	6
CC1CCCC(C)N1C(=O)CSc1nc(N)cc(N)n1 (stereo not given)	-12	-7	-0.1	14	1.4	-5	3	-6	2
CN(Cc1ccccc1)C(=O)c1ccccc1NC(=O)C1CC1	14	1	-2.9	5	-3.4	-3	2	0	0
CC(=O)c1ccc(N2Cc3ccccc3/C2=N\C(=O)Nc2ccccc2)cc1	31	-13	-2.6	11	-3.2	0	0	-3	2
O=C(CSc1nnc(-c2ccc(S(=O)(=O)N3CCCC3)cc2)n1CC1CCCO1)NC1CC1 (stereo not given)	-10	5	-0.9	-6	1.4	1	5	-5	0
CC(=O)Oc1cccc(N2C(=O)c3ccc(C(=O)Nc4cccnc4)cc3C2=O)c1	-3	3	-2.6	8	-2.5	-10	2	7	6
CC(C)(C)OC(=O)C[C@@H]1C/C=C\C[C@@H](CC(=O)N(CCO)Cc2ccccc2)C(=O)N[C@H](Cc2ccccc2)COC1=O	3	.	.	.	.	.	5	-3	6
COc1ccc(C2CC(c3ccccc3)=NN2c2ccc(S(N)(=O)=O)cc2)cc1OC (stereo not given)	-11	8	-0.6	37	-1.7	-21	4	-8	4
COC(=O)C1=C(O)/C(=C\c2ccc(OCC(=O)Nc3ccccc3)cc2)N=C1C	3	-2	-3.6	5	-1.1	9	2	3	-1
COc1cccc(N(CC(=O)NCCSc2ccccn2)S(C)(=O)=O)c1	6	-1	-2.7	9	-5.0	0	-2	-3	-2
COc1ccc(NC(=O)Cn2cnc3c(oc4nc5c(cc43)COC(C)(C)C5)c2=O)cc1	-14	-4	-3.1	12	-3.1	-23	8	-3	3
C[N+](C)(C)CCCCCC(=O)/C=N/O	-19	-12	-3.0	25	-1.6	0	7	12	-4
COc1ccccc1C1CCN(C(=O)c2cccs2)CC1	-8	-2	-0.6	22	-0.2	-2	.	-5	4
COc1cccc(C(=O)Nc2nnc(S(=O)(=O)N3CCCCC3)s2)c1	21	-12	-3.0	13	-2.7	6	7	.	1
CCn1c(=O)c(C(=O)CN2CCOCC2)c(N)n(Cc2ccccc2)c1=O	-3	1	-1.8	-13	-0.5	-5	-5	-1	-2
CCOC(=O)c1[nH]c(C)c(CCC(=O)OC)c1C	4	-8	-5.7	-7	-1.3	-6	-1	-5	5
Cc1nc2ccc(S(=O)(=O)N(C)CC(=O)NCCc3ccccc3)cc2s1	-4	4	-0.9	2	2.1	-3	4	-8	3
CCOc1ccccc1NC(=O)Cn1c(=O)n(-c2ccc(OC)cc2OC)c(=O)c2c(C)c(C(=O)N(CC)CC)sc21	-4	9	-1.1	19	-0.9	-16	4	-3	0

The list continues.
molecule	CRFR2-BP antag	p-CIP stab down	IMP-1 inh	SUMO HTRF inh	VIM-2 inhibitor	HCV NS3 hel inh	IDE act	GalR3 antagonist	IDE inh
O=C(CN(c1cccc(C(F)(F)F)c1)S(=O)(=O)c1ccc(Cl)c([N+](=O)[O-])c1)NCc1ccccc1	-1	3	-4.4	-2	-0.4	-4	6	-9	1
CC(=O)OC1CC(C)(C)N(OC(=O)c2ccc(N)cc2)C(C)(C)C1	32	2	-3.2	4	-3.4	2	2	-5	1
O=Cc1cccn1-c1ncc(Br)cn1	1	1	-1.7	14	-4.1	-5	6	1	0
CCn1cc(C(=O)N2CCCC2)c(=O)c2cc(S(=O)(=O)N(C)C)ccc21	-3	4	-4.6	6	-2.0	7	8	-1	-4
O=C(C1=COCCO1)N1CCN(S(=O)(=O)c2cccc(Br)c2)CC1	0	.	.	.	.	.	7	-2	1
O=C1CC(C(=O)Nc2ccc(Cl)c(Cl)c2)S/C(=N\N=C\c2ccco2)N1 (stereo not given)	16	0	-1.3	21	-4.0	4	-4	-5	0
Cc1ccc(N2CN(Cc3cccnc3)CNC2=S)c(C)c1	3	9	-0.2	-7	0.8	-8	-1	3	-5
